HTR1E antagonist: 5-HT1E receptor antagonists, primary screen, cell-based, HTS; CHO 5-HT1E Ga15 NFAT-bla reporter, FRET, antagonist; inhibition, % at 6 µM; 0.99% of 65,000 active; AID 571, 2007;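 active means inhibition above a set limit, the mean inhibition across every tested compound plus 3 SD, cut at about 29% in these data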;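 further: signal is the 460 over 535 nm emission ratio of beta-lactamase substrate; 0% = agonist plus DMSO wells and 100% = wells without agonist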
Target sequence (P28566 whole entry, looked up): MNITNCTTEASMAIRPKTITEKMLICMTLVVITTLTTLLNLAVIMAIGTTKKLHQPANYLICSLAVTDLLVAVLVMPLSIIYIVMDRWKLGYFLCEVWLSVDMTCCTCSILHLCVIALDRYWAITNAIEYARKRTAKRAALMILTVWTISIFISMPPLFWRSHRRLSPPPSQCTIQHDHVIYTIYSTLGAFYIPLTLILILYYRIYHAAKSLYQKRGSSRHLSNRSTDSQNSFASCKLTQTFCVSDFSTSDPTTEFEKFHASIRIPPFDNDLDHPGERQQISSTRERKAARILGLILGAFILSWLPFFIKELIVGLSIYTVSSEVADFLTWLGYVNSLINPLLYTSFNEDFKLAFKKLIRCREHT
5HT1E ag: 5-HT1E receptor agonists, primary screen, cell-based, HTS. 5-hydroxytryptamine receptor 1E (Homo sapiens), P28566. CHO 5-HT1E Ga15 NFAT-bla reporter, FRET; 0% DMSO wells, 100% control agonist wells. activation, % at 6 µM. 0.69% of 65,000 active;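 active means activation above a set limit, the screen-wide mean activation plus 3 SD, cut at about 8.5% in these data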;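 further: 100% = positive control agonist at 1 µM giving full maximal response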
SF-1 act: activators of human SF-1, primary screen, cell-based, CHO-K1, Gal4-SF-1 LBD, luciferase luminescence; CHO-K1 Gal4-SF-1 LBD luciferase reporter; % increase over DMSO SF-1-specific signal; activation, % at 10 µM; 1.9% of 65,000 active;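 active means activation above the mean activation of all tested compounds plus 3 SD, cut at about 50% in these data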
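Assay system: CHO-K1 cells co-transfected with Gal4 DBD–human SF-1 LBD, 5xGal4 luciferase reporter / Input: 4,000 cells per well / Incubation: 20 h compound exposure at 37 °C after 1 h cell settling / Detection: SteadyLite luciferase luminescence / Control set: DMSO negative control and −SF1 background wells / Replication: one test per compound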
RORa activator: activators of orphan receptor RORA, primary screen, cell-based, luminescence; Nuclear receptor ROR-alpha (Homo sapiens), P35398; CHO-K1 Gal4-RORA LBD luciferase reporter; percent increase over mock-subtracted basal signal; activation, % at 10 µM; 1.5% of 65,000 active;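 active means activation above the mean of all tested compounds plus 3 SD, cut at about 49% in these data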;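 further: 0% = DMSO-treated RORA cells and 100% = added signal equal to DMSO minus mock-transfected cells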
5HT1a ag: human 5-HT1a receptor agonists, primary screen, cell-based, CHO, Ga15 NFAT-bla reporter. CHO 5-HT1a Ga15 NFAT-bla reporter, FRET ratio; 0% basal, 100% maximal reference agonist. activation, % at 10 µM. 0.56% of 65,000 active;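 active means activation above the screen-wide mean activation plus 3 SD, cut at about 19% in these data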;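 further: 0% = DMSO wells and 100% = 5-CT at EC100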
Target sequence (P08908 whole entry, looked up): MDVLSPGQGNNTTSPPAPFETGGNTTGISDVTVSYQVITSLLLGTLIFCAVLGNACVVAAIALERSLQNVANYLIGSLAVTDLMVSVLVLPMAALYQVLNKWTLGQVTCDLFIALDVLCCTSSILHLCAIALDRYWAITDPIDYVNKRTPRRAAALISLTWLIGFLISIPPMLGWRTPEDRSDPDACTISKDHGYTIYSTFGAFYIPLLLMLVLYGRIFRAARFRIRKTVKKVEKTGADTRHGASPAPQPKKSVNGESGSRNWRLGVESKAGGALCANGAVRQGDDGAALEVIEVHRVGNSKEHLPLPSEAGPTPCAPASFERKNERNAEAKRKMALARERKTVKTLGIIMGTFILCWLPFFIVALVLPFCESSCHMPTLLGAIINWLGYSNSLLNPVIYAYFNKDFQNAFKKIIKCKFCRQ
5HT1a antag: human 5-HT1a receptor antagonists, primary screen, cell-based, CHO, Ga15 NFAT-bla reporter | 0.68% of 62,000 active | CHO 5-HT1a Ga15 NFAT-bla reporter, antagonist mode | 5-hydroxytryptamine receptor 1A (Homo sapiens), P08908 | inhibition, % at 10 µM;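 active means inhibition above the mean of all tested compounds plus 3 SD, cut at about 43% in these data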;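 further: receptor stimulated by 5-CT agonist at 100 nM near EC80; beta-lactamase reporter measured by ratiometric fluorescence of a cleavable substrate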
NADH enzymes: inhibitors of PK/LDH coupling enzymes, profiling panel, artefact control, biochemical, MLSMR library. coupled PK/LDH NADH assays, four targets. IC50, µM (series often up to 10 µM), without a hit: at the top dose inhibition. 0.02% of 65,000 active;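 active means single-dose screening hits from any of four coupled enzyme assays that gave an IC50 when retested across doses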;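 further: the DPM-DC format reads NADH fluorescence rather than 340 nm absorbance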
MMP13 inh: human MMP13 inhibitors, primary screen, biochemical, FRET peptide cleavage. inhibition, % at 4 µM. MMP-13 fTHP FRET cleavage, Mca fluorescence. 0.07% of 65,000 active;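 active means inhibition above the mean of compound-free control plate wells plus 3 SD, cut at about 14% in these data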;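 further: 0% = DMSO wells and 100% = wells with reference MMP-13 inhibitor after basal subtraction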
tolC growth inh: growth inhibitors of E. coli tolC mutant, primary screen, strain BW25113 ΔtolC::kan, 384-well; OD615; AID 573, 2007; growth inhibition, % at 10 µM (by protocol); 2.2% of 65,000 active;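 active means growth inhibition at or above a cutoff equal to the mean over every tested compound plus 3 SD, cut at about 60% in these data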;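 further: growth measured after 20 h incubation at 37 °C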
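Test system: E. coli BW25113 ΔtolC::kan bacteria; incubation: 37 °C, 20 h exposure; medium: LB broth supplemented with 50 µg/mL kanamycin; read-out basis: percent growth inhibition; signal: A615 absorbance measurement; compound: 10 µM final, single dose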
Numbers without * were called inactive; · = no result given; [ ] = remark or other dose.

The line under a structure holds: HTR1E antagonist	5HT1E ag	SF-1 act	RORa activator	5HT1a ag	5HT1a antag	NADH enzymes	MMP13 inh	tolC growth inh
CCc1ccc(CNCc2cccnc2)cc1
→ -3	0.3	-26	10	0.3	-14	3%	3	-12
Cc1ccc(NC(=O)CSC2=C(C#N)C(c3ccco3)C3=C(CCCC3=O)N2)cc1 (centres undefined)
→ -1	-0.1	-3	-1	1.7	·	1%	-3	18
CCCS(=O)(=O)N1CCCC(C(=O)NCCN(CC)CC)C1 (centres undefined)
→ -5	0.1	-10	6	-3.8	0	6%	0	-32
Cn1cc(C(=O)N2CCN(c3ccccn3)CC2)c(=O)c2cc(S(=O)(=O)N3CCOCC3)ccc21
→ 8	0.6	6	-2	-1.8	-18	9%	-2	-12
O=C(NC1CCCc2ccccc21)C1CCN(c2c3c(nc4ncnn24)CCC3)CC1 (centres undefined)
→ -2	0.7	-21	-8	-0.4	-2	6%[fluoresces]	-97[fluorescence artefact?]	22
O=C(CCN1C(=O)C2C3C=CC(C3)C2C1=O)NCC1CCCO1 (centres undefined)
→ 2	-0.1	12	-3	-1.9	-4	3%	6	-8
Cc1cc(C)nc(SCc2nc3ccccc3n2C)n1
→ 25	-0.7	34	22	-1.5	4	7%	0	-16
O=C(CSc1nnc(Cc2ccccc2)o1)NC1CCCCC1
→ -1	-0.6	-7	-10	-1.6	-8	1%	2	9
O=P(O)(CN1CCCCC1)C1CCCCC1O (centres undefined)
→ -14	0.6	-10	-10	-2.3	0	10%	-6	-13
CCOC(=O)c1c(NC(=O)CSc2nnnn2-c2ccc3c(c2)OCCO3)sc(C)c1C
→ -1	-1.0	-9	6	-0.1	4	1%	-8	13
COC(=O)C(C)n1cnc2c(cnn2-c2ccc(Cl)cc2)c1=O (centres undefined)
→ 2	-0.4	53*	47	-2.4	2	10%	-2	-23
COc1ccc(OCCOCC(O)CN2CCOCC2)cc1 (centres undefined)
→ -5	0.4	-19	-5	0.5	2	5%	10	-5
COc1ccc(-c2nnc(SC3CCOC3=O)n2C2CCCCC2)cc1OC (centres undefined)
→ -6	0.1	-7	4	-1.1	2	3%	-1	-13
CCOc1ccc(N2CC(C(=O)Nc3ncccc3C)CC2=O)cc1 (centres undefined)
→ 13	-0.9	3	-16	-0.7	0	2%	3	-12
C=CCn1c(Cc2cccs2)nnc1SCC(=O)Nc1cccc(OC)c1
→ -1	0.9	9	-11	-0.1	-1	4%	2	4
COc1ccc(CCNS(=O)(=O)c2ccc(S(=O)(=O)N3CCCC3)cc2)cc1OC
→ 9	-0.8	-1	22	-4.0	-3	6%	-3	5
COc1cccc(-n2c(Cc3cc(=O)[nH]c(=O)[nH]3)nnc2SC(C)C)c1
→ 2	0.0	-2	3	-2.8	7	5%	0	-4
Cc1nc(-c2ccc3c(c2)OCO3)cs1
→ 8	-1.3	1	0	-2.5	-4	6%	2	-8
CC(C)CCOc1ccc(C(=O)CCNC(C)C(=O)O)cc1 (centres undefined)
→ -8	-0.2	-6	-2	0.1	1	6%	0	-19
O=C(OCC(=O)N1CCN(C(=O)c2ccco2)CC1)c1ccccc1OCc1ccccc1
→ 8	-0.9	1	3	6.9	-7	0%	2	19
CCCCOCCCNS(=O)(=O)c1ccccc1
→ -1	-0.2	-16	-13	-5.0	-12	4%	8	1
CN(C)S(=O)(=O)c1ccc(C(=O)Nc2ccc(CCC(=O)N3CCCC3)cc2)cc1
→ 2	-1.7	-11	-2	-2.0	-6	6%	1	6
O=C(O)c1cccc(C(=O)Nc2cccc(NC(=O)C3CCCO3)c2)c1 (centres undefined)
→ 3	0.0	-36	-49	-1.1	-2	7%	-3	-9
COC(=O)C1C(c2ccccc2)C(C(=O)N2CCN(C)CC2)C1c1ccccc1 (centres undefined)
→ 3	1.5	1	4	-0.6	5	5%	5	-18
CCCNC(=O)c1nc2ncc(Br)cn2n1
→ -1	1.1	-2	-6	1.4	-2	5%	1	-27
CCCC(=O)NC(Nc1ccc(S(=O)(=O)Nc2cc(C)on2)cc1)(C(=O)OCC)C(F)(F)F (centres undefined)
→ -12	-0.7	7	0	-2.0	4	3%	4	-3
Cc1ccc2c(c1)NC(=O)C(CC(=O)NCCCN1CCN(c3cc(Cl)ccc3C)CC1)O2 (centres undefined)
→ -16	1.5	-13	-1	-1.0	24	1%	9	71*
Cc1ccc(CNC(=O)C2CCCN(S(=O)(=O)c3cnc[nH]3)C2)cc1 (centres undefined)
→ -7	1.2	-5	11	-1.2	-5	3%	0	-11
O=C1c2ccccc2C(=O)N1n1c(=O)[nH]c2ccccc2c1=O
→ -8	0.0	-1	1	1.4	-15	2%	0	-16
COc1ccc(OC)c(C(=O)c2coc3ccc(O)c(CN4CCOCC4)c23)c1
→ -6	0.0	-11	-19	-3.2	-5	2%	4	-13

SF-1 act: what is marked active above.
Molecule,HTR1E antagonist,5HT1E ag,SF-1 act,5HT1a ag,5HT1a antag,NADH enzymes,MMP13 inh
COC(=O)C(C)n1cnc2c(cnn2-c2ccc(Cl)cc2)c1=O (centres undefined),2,-0.4,53*,-2.4,2,10%,-2

As entered above.
Under MMP13 inh, Cc1nc(-c2ccc3c(c2)OCO3)cs1 reads 2
Under MMP13 inh, COc1ccc(OC)c(C(=O)c2coc3ccc(O)c(CN4CCOCC4)c23)c1 reads 4

Additional compounds follow.
The line under a structure holds: HTR1E antagonist	5HT1E ag	SF-1 act	RORa activator	5HT1a ag	5HT1a antag	NADH enzymes	MMP13 inh	tolC growth inh
N#Cc1c(-c2ccc(Cl)cc2Cl)nc2n(c1=O)CCS2
→ 3	-0.9	-6	1	-0.8	3	1%	2	15
CCOc1cc2c(cc1C(C)(C)C)NC(=O)CS2
→ -2	-1.6	-4	-12	-1.9	0	5%	2	9
O=C(OCn1nnc2ccccc2c1=O)c1ccc(S(=O)(=O)N2CCOCC2)cc1
→ -2	-1.0	-8	-20	-0.5	17	0%	3	-5
O=C(NCc1ccc2c(c1)OCO2)c1cccc(F)c1
→ 4	-0.6	-13	13	-1.6	12	0%	3	-5
CN(C)c1ccc(C2OC(=O)C3(CCCC3)C(=O)C2(C)C)cc1 (centres undefined)
→ -10	-0.4	-11	-3	0.2	-10	2%	-3	-2
COc1cc2[nH]c(=O)n(CCC(=O)N3CCc4ccccc4C3)c(=O)c2cc1OC
→ 9	-0.7	-5	0	-1.7	-5	12%	-18	2
CCN(CC)C(=O)CN(C#N)c1nc(OC)nc(N(C)C)n1
→ 0	-0.1	-1	6	-3.6	5	2%	-2	-14
Cn1c(COc2ccccc2)nnc1SCc1cc(=O)[nH]c2ccccc12
→ -2	0.7	-6	-2	-1.5	6	7%	8	-1
CCOC(=O)CSc1nc(C)cc(Oc2ccc(=O)n(C)n2)n1
→ -14	0.9	-14	0	-0.8	1	8%	-2	-10
COCCn1c(=NC(=O)CSC(C)=O)sc2cc(OC)ccc21
→ 6	-0.7	4	-1	0.1	10	13%	-7	1
CC1=CC(c2ccccc2)n2nc(N3C(=O)C4CC=CCC4C3=O)nc2N1 (centres undefined)
→ -5	0.2	4	-11	-1.4	·	7%[fluoresces]	-31	13
Cc1cc(NC(=O)CCC(=O)N(c2ccccc2)C2(C(=O)NC3CCCCC3)CCCC2)no1
→ -20	-0.7	11	-12	-1.4	2	8%	-3	·
Cc1ccc2cc(CN(CCN3CCCC3)C(=O)Nc3ccc(F)cc3)c(=O)[nH]c2c1C
→ -19	0.5	1	11	1.1	-8	2%	2	19
CC(=O)Nc1ccc(OCC=C(Cl)Cl)cc1
→ 5	0.8	0	-3	-7.4	-8	6%	-1	-2
O=c1c2ccccc2nc(-c2ccco2)n1Cc1ccccc1
→ -2	-0.2	20	46	0.6	3	1%	3	-7
CCOC(=O)C1CCN(c2c(NCCCN(CC)c3ccccc3)c(=O)c2=O)CC1
→ 0	1.5	-1	-7	-0.4	-9	2%	-2	-3
COc1cc(C2C(C(C)=O)=C(C)Nc3ncnn32)ccc1O (centres undefined)
→ -9	0.5	-4	20	-3.0	0	6%	4	-14
Cc1cccc(NCc2ccccc2O)c1
→ -3	0.2	14	-11	-2.0	-8	2%	2	6
CCN(CC)C(=O)c1sc(NC(=O)Cc2cccs2)c(C#N)c1C
→ 11	0.4	2	-2	-0.6	4	7%	0	10
COc1ccc(OC)c(C(=O)CSc2nnc(-c3cccs3)n2C)c1
→ -4	0.1	-20	10	-1.3	-7	3%	0	-4
CCOc1cccc(-c2nc3cc(C)ccc3o2)c1
→ 9	1.1	21	9	-1.0	5	2%	-2	100*
CCC(C)Nc1nc(OC)nc(N(C)C#N)n1 (centres undefined)
→ -12	0.0	-9	-25	1.1	·	1%	2	8
Cn1c(=O)n(CCN2CCOCC2)c(=O)c2c1nc1n2CCCN1c1ccccc1
→ 7	-0.7	9	19	-1.8	3	4%	2	-8
COc1cccc(NC(=O)N[C@@H](Cc2ccccc2)C(=O)O)c1
→ -8	0.2	10	4	-1.1	-9	1%	-1	-24
Cc1nnc(SCC(=O)Nc2ccc3c(c2)OCO3)o1
→ 10	-1.1	-8	5	-1.3	4	7%	2	3
O=C(Nc1ccc(F)cc1)N1CCN(C/C=C/c2ccccc2)CC1
→ -12	-0.3	-3	-16	-2.9	1	5%	-10	14
CCN(CC)P(=O)(C(NC(=O)OC)C(F)(F)C(F)(F)C(F)(F)C(F)F)N(CC)CC (centres undefined)
→ 7	0.8	9	21	-0.4	16	4%	7	6
CCOC(=O)c1c(C)nc2c3ccccc3ccn12
→ 11	0.1	76*	26	1.1	8	0%	-2	11
COc1cccc(N2C(=O)N(c3ccccc3)C3CS(=O)(=O)CC32)c1 (centres undefined)
→ -10	1.5	4	-18	-2.4	9	14%	0	-18
CCC(C)C1C(C#N)=C(N)OC2=C1C(=O)CC(C)(C)C2 (centres undefined)
→ -1	0.2	14	9	2.9	2	4%	-1	6
Cn1c(=O)c(C(=O)CN2CCOCC2)c(N)n(Cc2ccccc2)c1=O
→ -16	-0.5	-7	5	-5.1	6	6%	0	-15
Cc1ccc2[nH]c3c(c2c1)CN(C(=O)CN1CC(C)OC(C)C1)CC3 (centres undefined)
→ 13	0.1	-6	-27	-5.4	·	5%	-3	9
Cc1ccc(-c2csc(NC(=O)c3cccc(N4C(=O)CCC4=O)c3)n2)o1
→ 9	0.8	-5	-6	-0.4	0	4%	5	9
CCn1ncc(C2=NOC(C(=O)NCCc3ccccc3)C2)c1C (centres undefined)
→ -2	-1.2	6	-8	-3.5	6	0%	1	-10
Cc1ccc2c(c1)C(c1ccccc1)N(C(=O)C(C)C)CC(=O)N2 (centres undefined)
→ -4	1.0	0	-22	-0.3	-1	7%	3	-5
